M4 ag = CHRM4 agonism in calcium assay. P08173. CHO-K1 hM4/Gqi5, Fluo-8 calcium fluorescence; vehicle 0%, full acetylcholine response 100%. activation, % at 3 µM. 0.14% of 360,000 active. AID 624127;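 active = activation above the run mean over all test wells plus 3 SD, cut at about 32% in these data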;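 also: peak over basal fluorescence ratio per well then scaled between controls; 0% = DMSO wells and 100% = acetylcholine at EC100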
Target sequence (P08173 whole entry, looked up): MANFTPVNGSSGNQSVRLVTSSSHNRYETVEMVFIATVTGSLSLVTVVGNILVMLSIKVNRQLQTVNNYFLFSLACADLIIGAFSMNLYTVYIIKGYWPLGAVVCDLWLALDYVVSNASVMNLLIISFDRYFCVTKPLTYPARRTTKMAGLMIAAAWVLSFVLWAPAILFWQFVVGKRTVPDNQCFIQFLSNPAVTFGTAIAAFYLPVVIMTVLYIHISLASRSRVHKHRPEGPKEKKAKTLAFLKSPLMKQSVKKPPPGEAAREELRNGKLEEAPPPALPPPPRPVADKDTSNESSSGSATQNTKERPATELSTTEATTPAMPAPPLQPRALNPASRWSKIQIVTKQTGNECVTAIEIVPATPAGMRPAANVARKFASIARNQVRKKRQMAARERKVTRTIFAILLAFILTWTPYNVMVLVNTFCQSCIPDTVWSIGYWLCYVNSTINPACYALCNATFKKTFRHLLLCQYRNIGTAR
CHRM5 PAM = CHRM5 positive allosteric modulation; P08912; CHO-K1 hM5, Fluo-8 calcium, ACh EC20 PAM; 0% = ACh EC20, 100% = ACh EC100; activation, % at 3 µM; 0.3% of 360,000 active;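 active = activation above the run cutoff, the mean activation of all test compounds plus 3 SD, cut at about 18% in these data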
Target sequence (P08912 whole entry, looked up): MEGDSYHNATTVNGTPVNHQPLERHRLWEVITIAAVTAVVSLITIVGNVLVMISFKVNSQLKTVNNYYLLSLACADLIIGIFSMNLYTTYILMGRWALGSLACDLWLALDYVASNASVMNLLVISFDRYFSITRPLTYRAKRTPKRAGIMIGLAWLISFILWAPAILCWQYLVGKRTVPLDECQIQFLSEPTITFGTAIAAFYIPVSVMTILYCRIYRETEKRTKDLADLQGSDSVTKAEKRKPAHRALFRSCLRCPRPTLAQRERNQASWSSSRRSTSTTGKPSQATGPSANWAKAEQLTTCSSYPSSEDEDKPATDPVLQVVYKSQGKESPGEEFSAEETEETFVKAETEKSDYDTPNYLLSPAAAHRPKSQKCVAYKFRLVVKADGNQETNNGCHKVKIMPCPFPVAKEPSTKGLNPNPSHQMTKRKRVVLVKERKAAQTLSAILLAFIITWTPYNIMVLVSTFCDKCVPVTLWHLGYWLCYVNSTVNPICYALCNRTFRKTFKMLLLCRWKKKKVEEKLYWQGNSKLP
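System – CHO-K1 hM5 cells · Compound – 3 µM, single dose · Incubation – compound preincubation 140 s before EC20 acetylcholine addition · Technique – Fluo-8 calcium fluorescence · Measure – Max/basal fluorescence ratio as % of EC20–EC100 ACh window · Benchmarks – low control EC20 acetylcholine (0%), high control EC100 acetylcholine (100%) · Replication – singlicate, one well per test compound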
CHO-K1 Ca ag = nonselective activator or artifact in parental CHO-K1 cells. activation, % at 3 µM. Fluo-8 calcium fluorescence; scaled to maximal ATP response, vehicle zero. 0.48% of 360,000 active; in the data active = activation above about 15%;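 also: untransfected CHO-K1 host cells lacking M1 receptor as counterscreen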
M4 antag = CHRM4 antagonism in calcium assay; P08173; CHO-hM4 cells, ACh EC80, Fluo-8 calcium fluorescence; inhibition, % at 3 µM; 0.73% of 360,000 active;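 active = inhibition above its plate's cutoff, the mean inhibition of sample wells plus 3 SD, cut at about 27% in these data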;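 also: 0% = acetylcholine EC80 with DMSO and 100% = DMSO without agonist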
M1 PAM parental = M1 PAM counterscreen hit in parental CHO-K1 cells. 0.02% of 360,000 active. activation, % at 3 µM. ATP EC20, Fluo-8 calcium fluorescence; 0% at ATP EC20, 100% at ATP max. AID 602247;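 active = activation above the run cutoff, the mean activation of all test compounds plus 3 SD, cut at about 40% in these data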;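 also: peak over basal fluorescence ratio in a 140 s read after ATP addition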
M5 ag = CHRM5 agonism in calcium assay. 0.19% of 360,000 active. CHO-K1 hM5 cells, Fluo-8 calcium fluorescence; 0% DMSO wells, 100% maximal acetylcholine response. activation, % at 3 µM. AID 624037. P08912;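 active = activation above the run's mean over test compounds plus 3 SD, cut at about 23% in these data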;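 also: signal is peak over basal fluorescence ratio across the kinetic read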
CHRM4 PAM = potentiates acetylcholine response at human M4 receptor; CHO-K1 hM4/Gqi5, Fluo-8 calcium fluorescence, ACh EC20; 0% = ACh EC20, 100% = maximal ACh; activation, % at 3 µM; 0.4% of 360,000 active; AID 624126;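 active = activation above its plate's cutoff, the mean activation of sample wells plus 3 SD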; also: some results filed as inactive read as strong as hits
CHO-K1 Ca antag = nonselective inhibitor or artifact in parental CHO-K1 cells. inhibition, % at 3 µM. ATP-induced calcium, Fluo-8 fluorescence. 0.6% of 360,000 active. AID 602250;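 active = inhibition above a per-plate cutoff, the plate's mean sample inhibition plus 3 SD, cut at about 24% in these data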;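 also: 0% = DMSO plus EC80 ATP and 100% = DMSO alone without ATP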
M5 antag = antagonists of human muscarinic M5 receptor (CHRM5). inhibition, % at 3 µM. 0.59% of 360,000 active. CHO-hM5 cells, Fluo-8 calcium fluorescence, ACh EC80;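 active = inhibition above a per-plate cutoff, the mean of that plate's test compounds plus 3 SD, cut at about 27% in these data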;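 also: 0% = acetylcholine EC80 with DMSO and 100% = DMSO without agonist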
* hit, by the source's call.

SMILES	M4 ag	CHRM5 PAM	CHO-K1 Ca ag	M4 antag	M1 PAM parental	M5 ag	CHRM4 PAM	CHO-K1 Ca antag	M5 antag
CCOC(=O)c1ccc(NC(=O)CNC(=O)c2ccco2)cc1	0	-6	0.5	6	-11	0	-6	-14	7
CCC1CCCCN1S(=O)(=O)Cc1ccccc1Cl (stereo unspecified)	-1	-6	1.2	-2	18	-5	2	3	-4
CC(C)NC(=O)CSc1nnc(COc2ccccc2Cl)o1	0	-3	0.1	8	10	-3	7	-1	15
O=C(CSc1c[nH]c2ccccc12)N1CCOCC1	1	-2	0.4	7	20	1	3	-12	0
Cc1cccnc1NC(=S)NC(=O)/C=C/c1ccccc1	2	-9	0.4	6	-13	-4	-7	7	6
CCOc1ccc2nc(NC(=O)C(NS(=O)(=O)c3cccc4nsnc34)C(C)C)sc2c1 (stereo unspecified)	1	-4	0.1	-3	-9	-2	-1	21	-1
Cc1ccc(OCCNC(=O)c2ccc(NC(=O)CC3SC(N4CCCC4)=NC3=O)cc2)cc1 (stereo unspecified)	-1	1	-0.1	-4	18	-4	7	-1	-6
CCN(CC)C(=O)c1ccccc1NS(=O)(=O)c1ccc(OC)c(C(=O)N2CCOCC2)c1	1	-8	1.5	12	-4	-2	-6	-11	16
COC(=O)C(CCCN1C(=O)c2ccccc2C1=O)(NC(C)=O)c1nnn(C)n1 (stereo unspecified)	1	-2	0.7	4	2	1	-5	-7	3
CCC(C)NC(=S)NNC(=O)c1ccncc1 (stereo unspecified)	2	2	-0.6	2	-14	-1	0	27*	16
O=C1CCCN1CCC1CCN(C2CC(=O)N(c3ccc(Cl)cc3)C2=O)CC1 (stereo unspecified)	1	2	0.7	0	12	1	4	-17	2
O=C(NC1CCCC1)C1c2ccccc2C(=O)N1CCCN1CCOCC1 (stereo unspecified)	0	-3	-0.1	9	10	1	-6	1	3
O=C(COC(=O)c1cccc(S(=O)(=O)N2CCCCCC2)c1)NCc1ccc(Cl)cc1	0	6	-0.2	-7	-10	0	21	13	-7
CCCCc1ccc(NC(=S)NCc2ccc(OC)cc2)cc1	1	-10	0.8	-8	2	-3	-9	-3	-2
O=C(COc1ccc(S(=O)(=O)Nc2ccccc2)cc1)NCc1ccncc1	1	-4	0.3	-6	3	-1	7	5	-4
COc1cccc(/C=C2\N=C(c3c(-c4ccccc4)noc3C)OC2=O)c1	1	-4	0.2	6	5	2	-1	-16	2
O=C(CCNc1n[nH]c(=O)[nH]c1=O)N/N=C/c1ccccc1Br	0	-3	-0.1	9	-2	0	-8	0	2
O=C(Nc1ccccc1Br)C(=O)N1CCCC1	1	3	0.9	-5	20	0	5	-9	-6
COc1ccccc1-c1ccc(=O)n(CC(=O)NCc2cccs2)n1	1	-8	0.3	0	-10	-2	-1	5	-7
CN=C1c2cc3cc(OC)ccc3n2CCN1C	1	9	-0.1	-5	23	-5	19	-10	-1

An excerpt of these results, with bars between the fields.
Compound | M4 ag | CHRM5 PAM | CHO-K1 Ca ag | M4 antag | M1 PAM parental | M5 ag | CHRM4 PAM | CHO-K1 Ca antag | M5 antag
CC(C)NC(=O)CSc1nnc(COc2ccccc2Cl)o1 | 0 | -3 | 0.1 | 8 | 10 | -3 | 7 | -1 | 15
O=C(CSc1c[nH]c2ccccc12)N1CCOCC1 | 1 | -2 | 0.4 | 7 | 20 | 1 | 3 | -12 | 0
Cc1cccnc1NC(=S)NC(=O)/C=C/c1ccccc1 | 2 | -9 | 0.4 | 6 | -13 | -4 | -7 | 7 | 6
CCOc1ccc2nc(NC(=O)C(NS(=O)(=O)c3cccc4nsnc34)C(C)C)sc2c1 (stereo unspecified) | 1 | -4 | 0.1 | -3 | -9 | -2 | -1 | 21 | -1

An excerpt of these results, with bars between the fields:
mol | M4 ag | CHRM5 PAM | CHO-K1 Ca ag | M4 antag | M1 PAM parental | M5 ag | CHRM4 PAM | CHO-K1 Ca antag | M5 antag
CCCCc1ccc(NC(=S)NCc2ccc(OC)cc2)cc1 | 1 | -10 | 0.8 | -8 | 2 | -3 | -9 | -3 | -2
CCC1CCCCN1S(=O)(=O)Cc1ccccc1Cl (stereo unspecified) | -1 | -6 | 1.2 | -2 | 18 | -5 | 2 | 3 | -4

Additional compounds follow.
SMILES	M4 ag	CHRM5 PAM	CHO-K1 Ca ag	M4 antag	M1 PAM parental	M5 ag	CHRM4 PAM	CHO-K1 Ca antag	M5 antag
CC1CC1C(=O)Nc1nc(-c2cccs2)c(-c2cccs2)s1 (stereo unspecified)	-1	-3	0.2	0	24	-3	3	-14	2
O=C(Nc1ccc(Cl)cc1)OCc1cc(-c2ccccc2Cl)on1	0	1	0.7	-9	17	-1	1	-9	-1
CCCCn1nc2cc(C(=O)NCCc3cccs3)ccc2c1OCC	0	5	-0.8	2	22	-4	0	-20	0
Cc1ccc2nccc(C(=O)N3CCCC(Nc4ccc(F)cc4)C3)c2c1 (stereo unspecified)	2	-2	0.9	-5	-6	-2	5	0	2
Cc1ccc(N2CCN(C(=S)Nc3ccc(Cl)cc3)CC2)cc1	2	-2	0.7	5	11	-2	-1	3	5
CCC(CC)C(=O)Nc1c2c(nn1-c1ccc(OC)cc1)CS(=O)(=O)C2	1	-1	0.2	-3	14	-2	-2	1	9
COc1cc(OC)cc(C(=O)NC(=S)Nc2nc(-c3cc4ccccc4o3)cs2)c1	0	-5	0.5	-1	0	0	6	-10	11
CC(O)(Cc1ccccn1)Cc1ccccn1	0	-2	0.0	-3	4	2	8	-3	12
O=C(Cc1cccs1)NCc1ccccc1F	1	1	0.8	4	24	-5	6	-5	0
Cn1nc(C(=O)Nc2ccc(S(=O)(=O)N3CCCC3)cc2)ccc1=O	2	-7	5.5	11	4	-2	2	-6	8
O=C(NCc1cccnc1)c1cccnc1-c1nc2ccccc2s1	2	-9	0.8	-4	5	-2	6	-3	6
O=C(O)C1C2CCC(O2)C1C(=O)NCc1ccccc1Br (stereo unspecified)	0	4	0.3	-8	17	-5	13	-11	-1
CC1CCCC(C)N1c1nnc(NC(=O)c2cc(-c3ccc(Br)cc3)on2)s1 (stereo unspecified)	0	-5	0.6	7	15	18	-1	-4	-2
Cc1ccc(CNC(=O)CN2C(=O)C3(OCCCO3)c3ccccc32)cc1	2	-2	1.8	-3	-5	4	-8	-4	6
CCN(CC)CCN(CC(=O)N(C1CCCCC1)C1CCCCC1)C(=O)c1cccnc1	0	0	-0.6	-9	18	-7	6	-7	-10
O=C(OCC(=O)N1CCc2ccccc21)[C@@H]1CC(O)CN1S(=O)(=O)c1ccccc1[N+](=O)[O-] (stereo partly specified)	1	-9	0.7	1	19	-4	0	-21	3
CCC(C)(C)NC(=O)C(c1ccccc1F)N(Cc1ccco1)C(=O)Cn1nnc2ccccc21 (stereo unspecified)	0	4	5.1	-3	18	-3	4	-5	-4
Cn1cccc1C(=O)OCc1cc(-c2ccco2)on1	-1	0	0.0	4	9	0	3	-19	3
CC(C)(Oc1ccc(Cl)cc1)C(=O)N1CCN(C(=O)c2ccco2)CC1	7	-4	4.6	-3	19	2	-3	-13	4
Oc1cccc2c(NC(=S)Nc3ccc(OC(F)F)cc3)cccc12	9	-7	4.0	1	10	3	-1	2	10
O=C(COC(=O)c1ccc(F)cc1F)Nc1ncccn1	1	-3	1.3	-8	22	-1	14	-11	11
CC(C)(C)CC(=O)NC(=S)N1CCCCCC1	1	0	0.2	10	-13	-1	-9	5	-7
O=C(c1cccc(N2CCCC2=O)c1)N1CCN(c2ccccc2)CC1	1	2	0.6	8	20	-1	1	-5	-2
CC(=O)Nc1ccc(S(=O)(=O)NCc2ccc(C(=O)NCCN(C)Cc3ccccc3)cc2)cc1	0	-4	0.4	-7	15	-1	1	-2	10
Cc1nc2cc(C(F)(F)F)ccc2n1C1CCN(CC(=O)N2CCOCC2)CC1	1	4	0.3	3	14	1	0	-6	3
O=C(NC1=NCCS1)c1cccc(NC(=O)c2ccco2)c1	2	0	0.6	1	8	4	12	-10	1
CC(Oc1ccc(Cl)cc1Cl)C(=O)NCc1ccncc1 (stereo unspecified)	1	-6	1.0	-1	11	-7	0	-6	-3
Cc1cc(=O)oc2cc(OC(=O)c3ccco3)ccc12	1	0	0.7	-4	18	-1	-2	-22	6
CC(Sc1sc(=S)sc1SC(C)C(=O)O)C(=O)O (stereo unspecified)	1	-2	-0.1	1	19	0	-14	-5	1
COc1ccc(S(=O)(=O)N/N=C(/C)c2ccncc2)cc1OC	1	5	1.3	1	11	-4	0	-4	-6
COc1ccc(C(=O)Nc2ccc(C)c(S(=O)(=O)N3CCOCC3)c2)cc1S(=O)(=O)N1CCCC1	8	-9	4.7	0	11	1	-7	-14	12
Nc1ccc(C(=O)Nc2ccc3cc(S(=O)(=O)O)ccc3c2)cc1	1	10	0.1	-1	14	3	3	-11	6
Cn1c(=O)n(C)c2cc(N3CCCC3)c(NC(=O)c3cccc(F)c3)cc21	-1	-4	0.4	8	2	-3	-5	-15	12
CCN(CC)c1ccc(C=C2C(=O)OC3(CCCCC3)OC2=O)cc1	0	-2	0.7	-3	13	-3	9	-3	10
COc1cccc(N(CC(=O)N2CCc3ccccc3C2)S(C)(=O)=O)c1	1	-7	0.1	16	-8	-2	-11	20	11
CCOC(=O)c1cnc2c(CC)cccc2c1NCCCN1CCOCC1	2	-3	0.6	3	9	2	-1	-12	6

Some of the entries above, reformatted:
Results follow in this order: M4 ag	CHRM5 PAM	CHO-K1 Ca ag	M4 antag	M1 PAM parental	M5 ag	CHRM4 PAM	CHO-K1 Ca antag	M5 antag
COc1ccc(S(=O)(=O)N/N=C(/C)c2ccncc2)cc1OC
 : 1	5	1.3	1	11	-4	0	-4	-6
COc1ccc(C(=O)Nc2ccc(C)c(S(=O)(=O)N3CCOCC3)c2)cc1S(=O)(=O)N1CCCC1
 : 8	-9	4.7	0	11	1	-7	-14	12
Nc1ccc(C(=O)Nc2ccc3cc(S(=O)(=O)O)ccc3c2)cc1
 : 1	10	0.1	-1	14	3	3	-11	6
Cn1c(=O)n(C)c2cc(N3CCCC3)c(NC(=O)c3cccc(F)c3)cc21
 : -1	-4	0.4	8	2	-3	-5	-15	12
CCN(CC)c1ccc(C=C2C(=O)OC3(CCCCC3)OC2=O)cc1
 : 0	-2	0.7	-3	13	-3	9	-3	10
COc1cccc(N(CC(=O)N2CCc3ccccc3C2)S(C)(=O)=O)c1
 : 1	-7	0.1	16	-8	-2	-11	20	11

From PubChem BioAssay
